RAD54 inh – inhibitors of human RAD54 branch migration, primary screen, biochemical, fluorescence, single point | DNA repair and recombination protein RAD54-like (Homo sapiens), Q92698 | RAD54 Holliday junction branch migration, FAM/BHQ fluorescence | inhibition, % at 10.4 µM | 360,000 compounds, 0.14% hits | AID 602329, 2012;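 active = mean normalized replicate activity at least 40 and at least half of replicates scoring 40 or more; inconclusive = only one of the two criteria met; inactive = mean below 40 and under half of replicates reaching 40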;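 note: 0% = median of neutral control wells and 100% = median of positive control wells; inhibitors cause a drop in the FAM fluorescence signal; in these data hits start at about 50%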
Cneo AK release – Cryptococcus neoformans cell lysis inducers, primary screen, AK release luminescence, single concentration; AID 651654, 2012; lysis activity, % at 15 µM; C. neoformans lysis, adenylate kinase release luminescence, 4 h; normalised: neutral wells 0, clomiphene wells 100; 360,000 compounds, 0.2% hits;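 active = mean lysis activity across replicates of at least 80%, whatever share of replicates individually reach that level; inactive = mean lysis activity below 80%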
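Assay system: Cryptococcus neoformans yeast cells / Dosing: single-point compound dose / Timing: 4 h at 37 °C static, read 1 h later / Measured by: luminescence of released adenylate kinase using an AK detection reagent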
PGC1a acetyl inh – inhibitors of PGC1a acetylation signal, primary screen, cell-based, U2OS, AlphaScreen, inhibitor mode; 350,000 compounds, 0.17% hits; inhibition, % at 15.6 µM; AlphaScreen anti-acetyl-lysine; with virally co-expressed GCN5 acetyltransferase;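 active = every replicate shows inhibition of at least 40%; inconclusive = mean inhibition at least 40% but some replicate below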;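 note: 0% = neutral control wells and 100% = positive control wells; some results beyond the cut were filed as inactive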
miR-122 sensor – miR-122 Renilla sensor signal increase in Huh7, primary screen, miR-122 inhibitor project, cell-based, single point, plate reader | Huh7 miR-122 Renilla luciferase sensor, 48 h; neutral wells = 0, positive control = 100 | activation (reporter increase), % at 12.5 µM | 340,000 compounds, 0.3% hits;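 active = mean replicate activation score at least 90 and every replicate individually at or above 90; inconclusive = only one of the two criteria met; inactive = neither criterion met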;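 note: higher luciferase means less miR-122 activity so hits act as miR-122 inhibitors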
PglD inh – C. jejuni PglD acetyltransferase inhibitors, primary screen, biochemical, DTNB colorimetric, single point; UDP-N-acetylbacillosamine N-acetyltransferase PglD (Campylobacter jejuni); purified PglD enzyme, DTNB colorimetric CoA detection; inhibition, % at 12.5 µM; 360,000 compounds, 0.098% hits; AID 602405, 2012; in the data active = inhibition above about 16%, passing the limit was not always enough; inconclusive = no clear call, values can overlap the other calls; note: strong numbers were not always called active
RAD52 anneal inh – RAD52 DNA annealing inhibitors, primary screen, biochemical, FRET, single point, set 2 | recombinant RAD52 DNA annealing, FRET fluorescence | inhibition, % at 18.7 µM | 360,000 compounds, 0.46% hits;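 active = every replicate showing at least 50% inhibition; inconclusive = mean inhibition at least 50% but not in every replicate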
ERAP1 inh – human ERAP1 aminopeptidase inhibitors, primary screen, biochemical, single point, plate reader; inhibition, % at 10.7 µM; AID 652197, 2013; recombinant ERAP1, Leu-AMC fluorescence, 60 min; Endoplasmic reticulum aminopeptidase 1 (Homo sapiens), Q9NZ08; 340,000 compounds, 0.15% hits;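 active = mean replicate inhibition of at least 30%, or all replicates individually reaching that 30% level; inactive = mean below 30% and not every replicate reaching it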;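 note: 0% = neutral control wells and 100% = L-leucinethiol positive control wells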
Target sequence (Q9NZ08 whole entry, looked up): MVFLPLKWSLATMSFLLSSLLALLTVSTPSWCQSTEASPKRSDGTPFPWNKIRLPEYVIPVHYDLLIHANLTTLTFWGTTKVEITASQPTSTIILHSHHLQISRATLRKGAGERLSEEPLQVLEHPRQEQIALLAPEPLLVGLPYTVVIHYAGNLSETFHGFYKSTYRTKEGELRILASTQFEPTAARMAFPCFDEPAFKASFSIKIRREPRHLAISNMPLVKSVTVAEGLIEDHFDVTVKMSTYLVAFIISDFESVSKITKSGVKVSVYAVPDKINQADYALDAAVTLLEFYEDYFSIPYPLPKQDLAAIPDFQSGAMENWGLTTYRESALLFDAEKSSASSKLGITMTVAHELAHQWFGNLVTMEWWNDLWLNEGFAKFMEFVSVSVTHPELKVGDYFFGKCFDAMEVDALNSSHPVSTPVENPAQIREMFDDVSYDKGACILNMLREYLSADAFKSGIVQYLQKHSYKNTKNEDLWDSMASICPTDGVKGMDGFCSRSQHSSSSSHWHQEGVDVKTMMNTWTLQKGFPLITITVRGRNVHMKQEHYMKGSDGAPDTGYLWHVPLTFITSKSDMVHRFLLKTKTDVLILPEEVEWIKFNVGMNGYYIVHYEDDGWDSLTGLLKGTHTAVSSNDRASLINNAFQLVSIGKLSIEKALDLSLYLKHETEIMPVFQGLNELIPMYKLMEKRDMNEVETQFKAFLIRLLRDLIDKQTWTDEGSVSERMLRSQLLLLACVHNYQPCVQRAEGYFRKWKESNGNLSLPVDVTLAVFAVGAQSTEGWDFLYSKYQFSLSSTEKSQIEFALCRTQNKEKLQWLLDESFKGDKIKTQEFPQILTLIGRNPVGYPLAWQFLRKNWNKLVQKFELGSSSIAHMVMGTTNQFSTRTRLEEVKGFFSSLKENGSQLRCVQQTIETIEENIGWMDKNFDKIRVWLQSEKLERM
E-sel inducer – E-selectin induction in HUVECs, primary screen, imaging, HUVEC, immunofluorescence imaging, single point | 260,000 compounds, 0.37% hits | activation, % at 7.58 µM | AID 686992, 2013 | normalized: neutral wells 0, TNF-alpha wells 100;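 active = mean E-selectin-positive cell signal at least 10% of the positive control, reached in at least 60% of replicates, without over 20% cell loss; inconclusive = no rule given, readout overlaps actives, possibly toxicity-flagged; inactive = the rest, including those meeting only one limit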;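 note: in these data hits start at about 27%; measured in HUVEC primary endothelial cells; signal is the percent of cells scored E-selectin positive by PE staining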
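Assay system: HUVEC, human umbilical vein endothelial cells / Amount: 3,000 HUVEC/well / Controls: TNF-alpha positive control, DMSO neutral control / Compound dosing: single concentration / Medium: EGM-2 over gelatin coat / Evaluation: percent E-selectin-positive cells / Signal: immunofluorescence imaging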
Starred values were filed as active, the others as inactive; ? = inconclusive; / = not tested or not shown; & = joins results of further samples; [ ] = dose if it differs, or a comment.

SMILES	RAD52 anneal inh	miR-122 sensor	ERAP1 inh	PGC1a acetyl inh	RAD54 inh	PglD inh	Cneo AK release	E-sel inducer
O=C(OCc1ccccc1)C1=NNC2C(=O)N(c3ccccc3)C(=O)C12 (stereo not given)	/	-17.8	/	/	-0.9	2.0	3.1	/
COc1ccc(N=c2sc3ccccc3n2C)cc1	/	0.1	/	6.0	-1.3	-3.6	-1.4	/
O=C(NCc1cccnc1)Nc1ccc(Cl)cc1	-5.1	-4.5	3.7	/	12.4	-1.3	1.0	-0.3
Cc1ccc(NC(=O)CSCc2ccco2)cc1	-7.1	5.2	-3.3	4.2	/	/	/	/
CCOC(=O)C1CCN(C(=O)c2cc(CN3C(=O)c4ccccc4C3=O)ccc2OCC)CC1	-1.2	-1.8	4.0	5.6	/	/	/	-2.3
CC(C)C#Cc1cnc2c(c1)C(=O)N([C@H](C)CO)C[C@@H](C)[C@H](CN(C)C(=O)c1cnccn1)O2	10.9	6.3[16.7 µM]	-5.9	-2.7	-1.6	7.0	-0.8	-0.2
Cc1ccc(C(=O)Nc2ccccc2C(=O)NCc2cccnc2)cc1	-19.4	-3.0	-3.4	-6.4	-1.3	-4.2	-3.2	-0.5
COc1cccc(-c2ccc3c(c2)[C@@H]2[C@@H](CCN2S(=O)(=O)c2ccccc2F)[C@@H](CO)N3)c1	27.8	-3.9[16.7 µM]	-1.3	-0.6	3.2	-0.8	1.3	-0.1
CCc1ccc(-c2nnn(CCC#N)n2)cc1	-10.4	-0.7	5.8	16.8	-8.5	2.1	-12.9	/
CO[C@@H]1CN(C)C(=O)c2ccc(NS(=O)(=O)c3cccc(F)c3)cc2OC[C@@H](C)N(C(=O)Cc2cccnc2)C[C@H]1C	-8.7	/	-1.7	3.1	8.9	-1.8	58.1	-0.3
O=C(Nc1cccc2c1CCCC2)c1ccccc1F	-9.9	-1.1	2.7	9.9	-15.2	3.8	-7.6	0.9
O=C(NCC(=O)N(c1ccc2c(c1)OCO2)C(C(=O)NC1CCCC1)c1cccs1)c1ccco1 (stereo not given)	/	-5.9	/	1.7	4.5	-3.6	-0.3	/
O=C(Cc1ccccc1)N1CCc2[nH]nc(-c3ccccc3)c2C1	-3.7	/	-1.5	/	4.8	4.8	-1.6	0.0
CO[C@@H]1CN(C)C(=O)c2ccc(NC(=O)c3ccccn3)cc2OC[C@@H](C)N(Cc2ccccn2)C[C@H]1C	/	6.1[16.7 µM]	/	0.0	-6.4	2.8	-1.2	/
Cc1ccccc1OCCCCn1cnc2ccccc21	/	-21.3	/	-1.9	-2.2	1.3	-0.4	/

Not a retest: an excerpt of the list.
SMILES	RAD52 anneal inh	miR-122 sensor	ERAP1 inh	PGC1a acetyl inh	RAD54 inh	PglD inh	Cneo AK release	E-sel inducer
O=C(NCC(=O)N(c1ccc2c(c1)OCO2)C(C(=O)NC1CCCC1)c1cccs1)c1ccco1 (stereo not given)	/	-5.9	/	1.7	4.5	-3.6	-0.3	/
O=C(Cc1ccccc1)N1CCc2[nH]nc(-c3ccccc3)c2C1	-3.7	/	-1.5	/	4.8	4.8	-1.6	0.0
CO[C@@H]1CN(C)C(=O)c2ccc(NC(=O)c3ccccn3)cc2OC[C@@H](C)N(Cc2ccccn2)C[C@H]1C	/	6.1[16.7 µM]	/	0.0	-6.4	2.8	-1.2	/
Cc1ccccc1OCCCCn1cnc2ccccc21	/	-21.3	/	-1.9	-2.2	1.3	-0.4	/

More compounds:
SMILES	RAD52 anneal inh	miR-122 sensor	ERAP1 inh	PGC1a acetyl inh	RAD54 inh	PglD inh	Cneo AK release	E-sel inducer
Cc1ccc(S(=O)(=O)Nc2ccc(Nc3ccccc3)cc2)cc1	-8.0	14.2	-4.1	-13.1	-2.3	-2.4	-1.4	/
COc1cccc(CNC(=O)CCNC(=O)N2CC(=O)Nc3ccccc32)c1	7.6	7.0	1.9	2.3	8.9	1.9	-0.1	-0.1
C[C@H](CO)N1C[C@H](C)[C@@H](CN(C)S(C)(=O)=O)OCc2ccccc2-c2ccccc2C1=O	4.6	/	-1.1	-19.8	3.2	1.0	-1.4	3.8
C=CCC1CCCCC1=C(C#N)c1ccccc1 (stereo not given)	-13.3	-2.4	0.5	1.7	7.2	3.7	0.7	-0.2
COc1ccc(N(CC(=O)N2CCC(C)CC2)S(=O)(=O)c2c(C)nn(C)c2C)cc1	-0.8	3.5	0.5	-6.0	1.5	-0.7	-0.4	0.7
COc1ccc(S(=O)(=O)Nc2ccc3c(c2)C(=O)N([C@H](C)CO)C[C@H](C)[C@H](CN(C)C(=O)Nc2ccc4c(c2)OCO4)OCCCC[C@H](C)O3)cc1	6.5	-11.4[16.7 µM]	-0.4	-7.7	-2.1	1.2	-0.1	-0.2
O=C(Nc1ccc(S(=O)(=O)N2CCCC2)cc1Cl)C1=COCCO1	/	5.1	/	9.2	-1.0	-1.4	0.4	/
O=C(C1CCOCC1)N1CC(=O)N2[C@H](C1)[C@@H](c1ccc(Br)cc1)[C@@H]2CO	-11.8	/	1.5	0.3	/	/	/	-0.1
Cc1ccc(S(=O)(=O)N(C)C[C@@H]2Oc3ncc(Br)cc3C(=O)N([C@H](C)CO)C[C@H]2C)cc1	-10.7&-5.8&12.5	0.9	0.1&3.3&-0.8	8.1&7.0&-1.7	7.5&-2.3&-1.6	-5.7&1.5&-0.2	-0.8&-1.9&-2.1	-0.6&-0.4
Cc1cccc(C)c1OCc1nnc(SCC(=O)Nc2nccs2)n1-c1ccccc1	/	-1.9	/	-4.1	1.2	8.8	-0.8	/
CC(NC(=O)Cn1c(NCCO)nc2ccccc21)c1ccccc1 (stereo not given)	/	-5.4	/	5.4	-2.7	-2.2	-1.0	/
O=C(NC(=S)Nc1ccc(S(=O)(=O)N2CCCCCC2)cc1)c1cccs1	-31.1	18.5	-0.8	2.0	-2.3	0.1	-2.5	-0.1
Cc1nc(C(=O)N2CCCC(N3CCN(c4ccccc4C)CC3)C2)cs1 (stereo not given)	-27.9	-6.7	-0.7	-0.7	5.6	1.8	-0.8	-0.2
Cc1ccc(S(=O)(=O)N(C)C[C@@H]2Oc3ccc(NC(=O)Nc4ccc5c(c4)OCO5)cc3C(=O)N([C@H](C)CO)C[C@@H]2C)cc1	-3.3	-1.0[16.7 µM]	-1.8	-14.4	3.4	-0.6	-0.7	-0.4
O=C(c1ccncc1)N1C[C@@H]2[C@H](c3ccccc31)[C@H](CO)N2C(=O)Nc1ccccc1Cl	3.4	-10.9[16.7 µM]	2.5	9.0	-7.5	-1.6	-8.3	0.1
CN(C)c1cc[n+](CC(=O)c2ccc(OC(F)F)cc2)cc1	-10.1	-5.6	-2.2	8.0	-3.8	2.7	-2.5	2.0
COc1ccc(-n2c(CN3CCN(c4ccccc4OC)CC3)nc3ccc([N+](=O)[O-])cc3c2=O)c(OC)c1	-5.0	-0.3	1.6	-6.5	-1.4	-2.0	4.3	-0.1
CC(C)C#Cc1ccc2c(c1)O[C@H](CN(C)C(=O)C1CC1)[C@@H](C)CN([C@H](C)CO)S2(=O)=O	-0.1	12.1[16.7 µM]	0.4	-2.5	-1.2	-0.2	-2.6	-0.3
COc1ccnc(N=CNOCc2cccc(Cl)c2Cl)c1C#N	/	1.8	/	0.7	0.6	0.9	1.6	/
CC(C)(CNC(=O)c1ccc(NS(=O)(=O)c2ccc(F)cc2)cc1)N1CCOCC1	5.8	-1.3	1.1	2.4	-0.9	-0.8	2.9	/
CC(=O)N1CCN(C(C)=O)C1c1ccccc1	/	-15.0	/	?	-0.7	1.0	0.0	/
O=C(NCC1CCCO1)C1CCCN(Cc2cnn(-c3ccccc3)c2-n2cccc2)C1 (stereo not given)	/	-3.9	/	-29.2	-4.7	3.4	-0.4	/
CNC(=O)CSc1nc2c(c(=O)n(C)c(=O)n2C)n1Cc1ccc(C)cc1	-1.1	-0.5	-2.3	5.5	-10.7	2.0	-0.9	/
COc1ccc(S(=O)(=O)N(C)C[C@@H]2Oc3ncc(C#Cc4ccc(OC)c(OC)c4)cc3C(=O)N([C@H](C)CO)C[C@@H]2C)cc1	-27.1	-7.3[16.7 µM]	1.6	-19.0	-15.9	-2.5	-6.1	-0.2
Cc1ccc(S(=O)(=O)N[C@H]2C=C[C@@H](CC(=O)N3CCC(Cc4ccccc4)CC3)O[C@H]2CO)cc1	-4.6	-2.0[16.7 µM]	-4.1	12.0	-6.8	1.2	84.9*	-2.8
C[C@H](CO)N1C[C@H](C)[C@H](CN(C)Cc2ccccc2)Oc2cc(C#CCN(C)C)ccc2S1(=O)=O	8.6	10.2[16.7 µM]	-1.5	-9.3	1.3	-2.2	5.8	-0.2
Cc1cc(C)c(C#N)c(SCC(=O)c2cc(C)n(CCc3ccccc3)c2C)n1	/	-29.2	/	1.6	-13.0	4.7	2.0	/
C[C@@H]1CN([C@H](C)CO)C(=O)c2cc(C#CCN(C)C)cnc2O[C@@H]1CN(C)Cc1ccccc1	-1.7	-5.1[16.7 µM]	-2.3	3.4	-4.2	-0.8	8.6	0.7
O=C(C1CCCCC1)N1CCN(S(=O)(=O)c2cccc([N+](=O)[O-])c2)CC1	-7.2	0.1	3.2	6.6	-7.5	1.9	-0.2	/
O=C(NCc1ccco1)C1CCN(C(=O)c2cc3sccc3n2Cc2ccc(Cl)cc2)CC1	/	3.8	/	/	-4.3	0.1	-10.8	/
Cc1nnc(NC(=O)CSc2nnc(CNC(=O)c3ccc(S(=O)(=O)N(C)C)cc3)o2)s1	-38.7	-6.1	3.3	5.3	3.3	-2.8	3.0	-0.2
CCNC(=O)[C@@H]1[C@@H](CO)[C@@H]2Cn3c(ccc(-c4ccc(F)cc4)c3=O)[C@@H]2N1C(=O)Cc1cccnc1	-1.6	/	-0.8	/	2.0	-3.5	-1.2	0.3
COc1ccc(OC)c(N(CC(=O)NN=C2CCN(C)CC2)S(=O)(=O)c2ccccc2)c1	-3.1	/	-1.2	/	0.0	3.1	0.3	/
CCCCOC(=O)Nc1nnc(CCc2ccccc2)s1	/	-1.3	/	2.4	-1.3	-4.5	-0.9	/
CCOC(=O)Cc1nnc(NC(=O)c2cccc(OCC)c2)s1	/	-0.7	/	6.5	0.8	-8.3	0.0	/
N#C[C@H]1[C@H](c2ccccc2)[C@@H](CO)N1C(=O)c1ccccc1F	-2.1	/	-0.6	-1.4	5.6	3.7	-3.7	0.0
C[C@H](CO)N1C[C@H](C)[C@H](CN(C)S(C)(=O)=O)Oc2cc(-c3cccc(F)c3)ccc2S1(=O)=O	13.1	-7.2[16.7 µM]	-1.0	-1.2	3.8	0.5	41.1	1.3
